High-throughput results from PubChem.
GDH-TPI counter: inhibits GDH-TPI coupling enzymes, artifact for Mtb FBA screen; actives 1.2% (n = 360,000); GDH-TPI coupled enzyme counterscreen, NADH absorbance; inhibition, % at 4.8 µM; AID 588335; in the data active = inhibition above about 30%;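 note: 0% = DMSO wells and 100% = wells lacking the enzyme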
Mtb UGM inh: Mtb UDP-galactopyranose mutase inhibition; actives 0.06% (n = 320,000); inhibition, % at 10 µM; purified UGM, fluorescence polarization probe displacement; in the data active = inhibition above about 10%, passing the limit was not always enough; inconclusive = no clear call, values can overlap the other calls
Mtb FBA inh: inhibitors of M. tuberculosis fructose-bisphosphate aldolase | P9WQA3 | purified M. tuberculosis FBA, fluorescence read-out | inhibition, % at 1 µM | actives 2.3% (n = 360,000); in the data active = inhibition above about 27%;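 note: 0% = vehicle and 100% = reference inhibitor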
BH1578 lux ind: quorum light induction in luxS cqsA deficient V. cholerae. actives 0.16% (n = 350,000). V. cholerae BH1578 lux reporter, luminescence, 6 h. activation, % at 18.7 µM. AID 588436; in the data active = activation mostly above about 9.7%, no sharp cut-off; inconclusive = no clear call, values can overlap the other calls; inactive = mostly below about 3.7%; note: not every result past the cut was called active; inactives centre near 0; reference of the scale not given here
FadD28 binding: M. tuberculosis FadD28 bisubstrate binding inhibition; actives 0.22% (n = 360,000); inhibition, % at 12.5 µM; FadD28 bisubstrate probe binding, fluorescence polarization; in the data active = inhibition above about 8.5%, passing the limit was not always enough; inconclusive = no clear call, values can overlap the other calls
Y pestis TopoI: inhibitors of Yersinia pestis topoisomerase I; AID 504884; Y. pestis Topo-I cleavage product accumulation, plate reader; activity, % at 10 µM; actives 0.064% (n = 360,000); in the data active = activity above about 50%, passing the limit was not always enough; inconclusive = no clear call, values can overlap the other calls; note: inactives centre near 2
Mtb BioA inh: inhibitors of Mycobacterium tuberculosis BioA enzyme; AID 602481; purified M. tuberculosis BioA enzyme, plate reader; inhibition, % at 9.99 µM; actives 0.096% (n = 360,000); in the data active = inhibition above about 40%; inconclusive = no clear call, values can overlap the other calls
PfHsp40 rescue: compounds rescuing yeast from Plasmodium falciparum HSP40 toxicity; S. cerevisiae expressing PfHsp40, growth rescue, ATP luminescence; growth rescue, % at 12.5 µM; actives 0.68% (n = 340,000); AID 504582; in the data active = growth rescue above about 28%, passing the limit was not always enough; inconclusive = no clear call, values can overlap the other calls;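 note: yeast W303a lacking pdr1 and pdr3 grown in galactose medium; growth measured after three days at 30 °C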
TcdB inh: blocks C. difficile toxin B glycohydrolase activity. P18177. inhibition, % at 9.99 µM. actives 0.24% (n = 350,000). TcdB glycohydrolase enzymatic assay, plate reader. AID 652162; in the data active = inhibition above about 10%
Active calls of the source: *; i = inactive; ? = inconclusive; . = no result given.

molecule	GDH-TPI counter	Mtb UGM inh	Mtb FBA inh	BH1578 lux ind	FadD28 binding	Y pestis TopoI	Mtb BioA inh	PfHsp40 rescue	TcdB inh
O=C(NCC1CC1)Nc1ccccc1F	7.6	0.4	-1.7	i	.	0.9	2.5	-1.6	0.5
Cc1ncsc1C(=O)N1N=C2/C(=C/c3ccc(N4CCOCC4)cc3)CCCC2C1c1ccc(N2CCOCC2)cc1 (configuration not stated)	14.3	0.4	-0.9	-0.4	1.7	35.1	-0.8	0.1	.
Cc1cccc(C)c1NC(=S)NNc1ncc(C(F)(F)F)cc1Cl	5.3	-2.0	1.4	i	1.1	-5.5	-0.7	-0.9	.
COC(=O)/C=C1\SC(=NC(=O)c2cccc([N+](=O)[O-])c2)NC1=O	-1.6	1.1	-0.5	-0.4	-5.2	-3.0	0.9	0.7	-0.8
CCOC(=O)C1CCN(c2ccc(C(=O)O)cc2[N+](=O)[O-])CC1	7.0	-2.5	-5.1	i	0.1	-3.8	-0.2	3.0	.
COc1ccc(C(=O)NC(=S)NNC(=O)c2cnccn2)cc1OC	6.5	-0.9	0.5	-0.3	-2.8	2.0	-0.4	5.0	.
CC1CC(CCC(=O)NC(=S)Nc2ccc(S(N)(=O)=O)cc2)C(=O)O1 (configuration not stated)	-2.9	1.1	0.9	0.8	-3.5	1.6	4.5	-0.7	1.7
CC(=O)c1cc(C)c(OCc2cn(CC(=O)c3ccc(O)cc3)nn2)c(C)c1	16.0	.	-2.8	i	-0.5	-1.8	-1.0	-0.1	-0.1
CC(=O)c1cc2c(cc1NC(=O)CCc1ccccc1)OCO2	2.3	0.2	2.1	-0.8	-2.5	8.6	-0.4	0.6	.
CCOc1cccc2sc(=NC(=O)CCS(=O)(=O)c3ccc(F)cc3)n(C)c12	11.2	0.6	6.8	5.6	-3.1	-1.7	0.3	3.3	2.3
COCCn1nnnc1C(c1cc2cccc(C)c2[nH]c1=O)N1CCN(c2ccccc2F)CC1 (configuration not stated)	7.1	-3.2	-0.8	0.5	0.0	-6.1	-2.2	-0.3	.
CCc1ccc([C@H]2[C@@H]3C(=O)C[C@@H]4C(=O)N(C5CCCCC5)C(=O)[C@@H]4[C@@H]3CN2S(=O)(=O)c2ccc(C)cc2)cc1	.	.	1.7	.	-2.0	.	0.2	.	0.7
Cc1cc(NC(=O)c2ccc(S(=O)(=O)N(C)C)cc2)n(-c2ccccn2)n1	-3.5	-0.8	2.4	.	-1.2	-0.7	0.6	0.1	.
COc1ccc(CNC(=O)c2ccc3nccnc3c2)cc1	8.5	-0.8	2.7	i	-1.1	-7.4	-0.8	0.5	.
CC(C)(C)c1ccc(OCCC(=O)Nc2cccc(S(=O)(=O)N3CCCC3)c2)cc1	6.6	-0.5	0.0	0.0	?	36.1	-0.3	1.0	3.4
Cc1cc(-c2cc(NC=O)c3ncc(-c4cccc(C(=O)NCCN(C)C)c4)n3c2)cc(C)c1O	7.1	.	1.0	-0.4	-0.1	-30.9	1.0	.	7.0
COc1ccccc1C(=O)N/C(=C\c1ccc(Br)cc1)C(=O)NCCO	0.3	-3.8	-3.7	-1.5	-3.0	-0.7	-1.2	-0.4	.
Cc1ccc(-n2c(=O)[nH]c3c(C(N)=O)nc(C(C)C)nc32)cc1	18.4	1.2	9.8	-0.5	-0.4	-9.1	-2.0	0.2	2.1
Cc1ccc(CSc2nnc(-c3ccccn3)n2N)cc1	-1.5	-1.1	6.2	i	-3.4	-5.3	12.1	.	2.4
Cc1ccc(S(=O)(=O)N2CCCC(C(=O)N3CCN(C)CC3)C2)cc1 (configuration not stated)	7.1	1.3	0.2	-3.6	-4.0	2.3	-0.6	-0.1	0.9
COc1cc(NC(=O)C2CCCN2C(=O)C2CCC(C)CC2)cc(OC)c1OC (configuration not stated)	2.0	1.2	0.3	-0.2	0.3	-6.4	-6.0	0.4	1.4
Cc1ccc(S(=O)(=O)NCCCCCC(=O)N(C)C)cc1	-9.0	0.7	0.1	-0.2	-1.8	1.1	-1.7	1.0	.
C=CCNC(=O)c1onc(CSc2ccc(F)cc2)c1C(=O)NCCOC	1.8	2.4	-0.1	-1.0	-2.9	1.7	-1.0	1.7	1.1
Cc1cc(C)c(C(=O)N2CCCC(CNS(=O)(=O)c3cccs3)C2)o1 (configuration not stated)	6.0	-1.3	1.7	i	-0.2	5.0	-3.1	8.1	-0.1
CCOC(=O)c1cc2c(C(F)(F)F)cc(-c3cccnc3)nc2o1	13.1	-0.9	2.5	.	-1.1	8.3	-0.1	0.1	.
CN1C(=O)c2ccc(NC(=O)CSc3ccccc3)cc2C1=O	5.2	-0.3	-1.4	-0.4	0.7	3.4	-0.3	0.2	4.7
COC(CNC(=O)c1ccc2c(c1)ncn2-c1ccc(C)cc1C)OC	-11.0	1.4	-1.4	-12.9	-3.9	8.7	-2.0	-0.7	-2.7
Clc1cccc2sc(N3CCN(c4ccccc4)CC3)nc12	-10.0	-0.6	-2.9	-0.1	-1.6	16.6	.	1.8	0.3
O=C(CN1C(=O)CCS(=O)(=O)c2ccccc21)NCc1ccc2c(c1)OCO2	2.3	2.2	-1.2	1.1	-2.3	-3.5	.	-1.8	.
C=CCn1c(SCC(=O)N2CCOCC2)nc2ccccc2c1=O	2.7	0.4	5.5	-0.8	-1.6	-7.8	-4.1	-0.1	-0.7

More records:
Each structure is followed by: GDH-TPI counter	Mtb UGM inh	Mtb FBA inh	BH1578 lux ind	FadD28 binding	Y pestis TopoI	Mtb BioA inh	PfHsp40 rescue	TcdB inh
O=C(NCCc1ccccc1)c1nc(CS(=O)(=O)c2ccc(Cl)cc2)no1
 : -3.4	-2.4	-1.1	-0.3	0.3	13.6	8.4	-0.7	0.9
CC1CCc2c(sc(NC(=O)c3c([N+](=O)[O-])cnn3C)c2C(N)=O)C1 (configuration not stated)
 : 16.1	0.0	-3.1	-0.7	1.2	-2.5	-0.6	0.6	0.3
Cc1ccc(-n2c(Cc3cccs3)nnc2SCC(=O)Nc2ccc(F)c(F)c2)cc1
 : 8.9	-1.6	0.5	-2.6	-1.3	6.7	-1.1	-0.7	0.5
O=C(CSc1nc(-c2ccccc2)nc2ccc(F)cc12)Nc1cccc(C(=O)O)c1
 : 12.1	0.9	-1.3	i	-1.4	4.9	.	0.8	-7.2
COc1ccccc1N1CCN(C(=O)C2CCC(CNS(=O)(=O)c3ccc(NC(C)=O)cc3)CC2)CC1 (configuration not stated)
 : -3.7	-0.9	-0.4	i	-4.1	13.6	.	-0.7	1.5
CCOc1ccc(Oc2ccc(C(F)(F)F)cc2NC(=O)C2=COCCO2)cc1
 : 6.9	1.3	6.9	-1.5	.	30.1	-0.6	-0.1	0.3
CCCCn1c(N)c(N(CCOC)C(=O)c2ccc(C)c(S(=O)(=O)N3CCOCC3)c2)c(=O)[nH]c1=O
 : 5.8	-2.9	-1.8	i	-3.1	0.9	-0.9	-0.7	-0.6
CCOc1ccc(Cl)cc1S(=O)(=O)N1CCC(C(=O)NCc2cccnc2)CC1
 : -14.1	-1.2	-2.0	-0.3	-5.6	7.2	1.3	-1.3	0.2
N=C1C(c2ccccc2)=C(O)CN1c1cccc(S(=O)(=O)NCc2ccco2)c1
 : 6.2	-3.0	0.2	i	-2.5	8.1	.	-0.5	0.1
O=C(Nc1ccc(OCC(=O)N2CCOCC2)cc1)c1cccc(Cl)c1
 : 2.4	-0.7	-2.8	i	-3.0	-5.7	0.9	0.9	0.6
CC(=O)c1ccc(N2CCN(C(=O)c3cc(-c4cccnc4)nc4ccc(Br)cc34)CC2)cc1
 : 46.3*	5.1	0.8	-0.1	-2.2	12.6	1.7	-0.1	1.1
CCCCC(=O)NC(c1cccs1)c1cc(Cl)c2cccnc2c1O (configuration not stated)
 : -2.5	-4.4	0.9	-0.2	-1.4	6.8	.	0.0	-0.1
COc1cccc(C(=O)Nc2cccc(C(C)=O)c2)c1
 : 4.7	-1.5	2.3	i	-1.9	-7.4	1.1	-0.2	5.6
COc1ccccc1NC(=O)/C=C/c1ccc(OC)c(S(=O)(=O)N2CCOCC2)c1
 : 29.3	1.2	-5.6	-0.2	-0.8	-2.1	.	-0.1	0.7
COc1cccc(CC(=O)OCC(=O)NC2(C#N)CCCCC2)c1
 : 5.8	-0.1	-0.5	-1.2	-3.5	-8.2	0.1	-0.2	0.7
COC(=O)c1cc(NC(=O)C2COc3ccccc3O2)cc(C(=O)OC)c1 (configuration not stated)
 : 7.1	-1.1	3.9	-0.4	-4.1	-3.6	.	0.9	.
Cc1ccc(SCC(=O)NCCN2C(=O)CSC2=O)cc1C
 : -8.9	0.0	-0.8	-5.9	-0.7	4.2	-0.5	0.1	.
COc1ccc([C@H]2[C@@H](C#N)[C@H](C#N)N3CCCN23)cc1
 : -1.8	-5.9	1.9	-0.5	-0.4	-0.7	-0.9	-0.3	.

Arranged by molecular weight (ascending): some entries from above.
Each structure is followed by: GDH-TPI counter	Mtb UGM inh	Mtb FBA inh	BH1578 lux ind	FadD28 binding	Y pestis TopoI	Mtb BioA inh	PfHsp40 rescue	TcdB inh
N=C1C(c2ccccc2)=C(O)CN1c1cccc(S(=O)(=O)NCc2ccco2)c1
 : 6.2	-3.0	0.2	i	-2.5	8.1	.	-0.5	0.1
CCCCn1c(N)c(N(CCOC)C(=O)c2ccc(C)c(S(=O)(=O)N3CCOCC3)c2)c(=O)[nH]c1=O
 : 5.8	-2.9	-1.8	i	-3.1	0.9	-0.9	-0.7	-0.6
COc1ccccc1N1CCN(C(=O)C2CCC(CNS(=O)(=O)c3ccc(NC(C)=O)cc3)CC2)CC1 (configuration not stated)
 : -3.7	-0.9	-0.4	i	-4.1	13.6	.	-0.7	1.5

Retrieved by structure from the entries so far (4):
Each structure is followed by: GDH-TPI counter	Mtb UGM inh	Mtb FBA inh	BH1578 lux ind	FadD28 binding	Y pestis TopoI	Mtb BioA inh	PfHsp40 rescue	TcdB inh
COc1ccc([C@H]2[C@@H](C#N)[C@H](C#N)N3CCCN23)cc1
 : -1.8	-5.9	1.9	-0.5	-0.4	-0.7	-0.9	-0.3	.
CCCCn1c(N)c(N(CCOC)C(=O)c2ccc(C)c(S(=O)(=O)N3CCOCC3)c2)c(=O)[nH]c1=O
 : 5.8	-2.9	-1.8	i	-3.1	0.9	-0.9	-0.7	-0.6
Cc1ccc(-n2c(Cc3cccs3)nnc2SCC(=O)Nc2ccc(F)c(F)c2)cc1
 : 8.9	-1.6	0.5	-2.6	-1.3	6.7	-1.1	-0.7	0.5
COc1ccccc1NC(=O)/C=C/c1ccc(OC)c(S(=O)(=O)N2CCOCC2)c1
 : 29.3	1.2	-5.6	-0.2	-0.8	-2.1	.	-0.1	0.7
